# Screening data as filed in PubChem BioAssay.
# HTR2A ag = agonists of mouse serotonin 5-HT2A receptor (HTR2A); P35363; activation, % at 7.6 µM; CHO-K1 mHTR2A beta-arrestin complementation, luminescence; percent of 30 µM serotonin response; AID 624169; 360,000 compounds, 0.66% hits;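 active = activation above a run cutoff, the mean activation of all tested compounds plus 3 SD, cut at about 14% in these data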;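 note: 0% = plate median of compound wells and 100% = 30 µM serotonin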
# MC4R antagonist = blocks human MC4R cAMP signaling. P32245. MC4R-expressing cells, MTII-stimulated cAMP, LANCE TR-FRET. inhibition, % at 6.5 µM. 360,000 compounds, 0.48% hits. AID 540295;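 active = inhibition above its plate's cutoff, the mean of tested wells on that plate plus 3 SD, cut at about 29% in these data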;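 note: 0% = Melanotan II alone and 100% = Melanotan II plus saturating MCL0020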
#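 system = U2OS cells with stable human MC4R expression | also added = Melanotan II challenge after compound preincubation | dosing = one concentration, 6.5 µM nominal | incubation = compound 30 min, challenge 1 h, detection 1 h | measured by = TR-FRET with Eu-cAMP and labeled anti-cAMP, 671 nm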
# MC4R ag barr = agonists of human melanocortin 4 receptor (MC4R) beta-arrestin; P32245; U2OS MC4R beta-arrestin complementation, luminescence; percent of melanotan II response, DMSO zero; activation, % at 8.9 µM; 360,000 compounds, 0.98% hits; AID 540308;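 active = activation above a per-plate cutoff, the mean activation of sample wells on that plate plus 3 SD, cut at about 8% in these data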
# H9c2 protect = myocardial damage modulation in H9c2 cells | H9c2 cardiomyocytes, H2O2 injury protection, ATPLite, 2 h | protection from H2O2 cell death, % at 20 µM | 360,000 compounds, 0.63% hits | AID 588492;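 active = compounds giving at least 50% protection of heart cells from peroxide-induced death in the single-dose screen, raw or plate-pattern-corrected value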;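 note: 0% = DMSO wells with peroxide and 100% = DMSO wells without peroxide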
# CaV13 ICDI inh = Primary screen for inhibitors of IQ motif and Ca2+-dependent inactivation inhibitor domain binding in CACNA1D, Förster resonance energy transfer in living cells, …; HEK cells, CFP/YFP FRET ICDI-IQ, plate reader, 10 min; percent FRET-ratio fall versus neutral wells; inhibition, % at 12.3 µM; 340,000 compounds, 0.098% hits;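 active = mean replicate inhibition of at least 30% and at least 1% of replicates passing that level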;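 note: 0% = median of the neutral control wells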
# ABCB6 inh MLPCN = blocks the human ABCB6 transporter | Q9NP58 | K562-ABCB6 porphyrin accumulation, flow cytometry, 1 h; stronger effect = lower value | fluorescence ratio to DMSO, % at 10 µM | 360,000 compounds, 0.19% hits;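 active = fluorescence ratio to DMSO below 75%, the collection mean minus 3 SD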;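 note: signal is porphyrin accumulated inside mitochondria; 100% equals median channel fluorescence of DMSO control wells; lower ratio means ABCB6 inhibition with less porphyrin fluorescence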
# Target sequence (Q9NP58 whole entry, looked up): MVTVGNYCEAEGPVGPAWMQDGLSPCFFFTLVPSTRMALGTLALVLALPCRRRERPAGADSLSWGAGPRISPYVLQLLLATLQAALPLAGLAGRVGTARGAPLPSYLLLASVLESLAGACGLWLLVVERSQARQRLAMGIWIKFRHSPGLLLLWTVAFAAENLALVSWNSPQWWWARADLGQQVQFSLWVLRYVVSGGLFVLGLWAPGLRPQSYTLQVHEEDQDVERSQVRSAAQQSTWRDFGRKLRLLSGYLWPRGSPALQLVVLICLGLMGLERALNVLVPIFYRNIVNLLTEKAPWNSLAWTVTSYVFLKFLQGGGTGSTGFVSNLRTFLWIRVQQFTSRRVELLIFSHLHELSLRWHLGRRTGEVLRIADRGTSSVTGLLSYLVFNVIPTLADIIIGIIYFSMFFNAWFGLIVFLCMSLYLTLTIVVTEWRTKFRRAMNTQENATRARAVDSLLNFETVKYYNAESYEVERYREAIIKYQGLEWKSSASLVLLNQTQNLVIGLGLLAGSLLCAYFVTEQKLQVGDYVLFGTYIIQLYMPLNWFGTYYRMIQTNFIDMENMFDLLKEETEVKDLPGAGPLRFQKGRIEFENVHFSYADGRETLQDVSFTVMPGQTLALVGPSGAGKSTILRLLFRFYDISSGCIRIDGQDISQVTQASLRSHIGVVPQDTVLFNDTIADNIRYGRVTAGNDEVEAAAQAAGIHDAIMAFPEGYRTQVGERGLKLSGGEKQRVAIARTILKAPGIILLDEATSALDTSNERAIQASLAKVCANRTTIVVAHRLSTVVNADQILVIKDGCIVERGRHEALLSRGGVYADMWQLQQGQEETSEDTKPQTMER
# Granule exo inh = blocks lytic granule exocytosis; AID 651702; inhibition, % at 10 µM; 360,000 compounds, 0.66% hits; TALL-104 LAMP-1 surface exposure, flow cytometry; cells stimulated with thapsigargin and PMA;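 active = inhibition above about 55%, limit read from the data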
# ABHD5-PLIN5 inh = ABHD5-PLIN5 protein interaction inhibition | Q00G26+Q8WTS1 | Split G. princeps luciferase complementation, luminescence, 4 h | inhibition, % at 4 µM | 360,000 compounds, 0.78% hits | AID 602281;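 active = inhibition above the mean inhibition across every tested compound plus 3 SD, cut at about 22% in these data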;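 note: 0% = DMSO only wells and the 100% control is not disclosed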
# PDI inh = inhibitors of human protein disulfide isomerase; P07237; PDI insulin aggregation turbidity, A650, 90 min; inhibition, % at 10 µM; 350,000 compounds, 0.052% hits; AID 588391;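 active = mean inhibition across replicates of 30% or more, whatever share of single replicates reach that level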;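 note: absorbance from insulin aggregation driven by PDI reduction with DTT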
# Glyco luc inh = blocks N-linked glycosylation in D54 reporter cells. D54 ERlucT glycosylation luciferase reporter, 24 h; percent of 100 nM tunicamycin response. reporter increase, % at 12.5 µM. 360,000 compounds, 0.23% hits;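 active = mean luciferase reporter signal, scaled so untreated is 0 and the glycosylation-blocking control 100, at or above a set limit in every replicate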;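 note: luciferase carries N-glycosylation sites so blocking glycosylation raises the light; 0% = median of neutral control wells and 100% = median of 100 nM tunicamycin wells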
# * marks the source's active call; other numbers are inactive results; . = not tested or not shown; & = joins results of further samples.
SMILES,HTR2A ag,MC4R antagonist,MC4R ag barr,H9c2 protect,CaV13 ICDI inh,ABCB6 inh MLPCN,Granule exo inh,ABHD5-PLIN5 inh,PDI inh,Glyco luc inh
COc1ccccc1/C=C1\C(=O)Nc2ccccc21,1,-1,-0.3,-7,-5,100,-3,19,-23,-1
COc1ccc(/C=N/NC(=O)CC2N=C(Cc3ccccc3)NNC2=O)cc1OC (configuration not stated),2,-4,4.5,0,-12,97,1,11,-3,2
Clc1ccc(CN(CC2CCCO2)C(c2cccs2)c2nnnn2C2CCCC2)cc1 (configuration not stated),-1,11,-0.1,-5,-5,96,17,-5,0,-12
O=C(O)C1=C(OCc2ccccc2)C(=O)NCC1,6,-1,0.1,0,-7,95,1,-6,-7,0
COc1ccccc1S(=O)(=O)N(C)C[C@@H]1Oc2cc(C#CCC(C)C)ccc2S(=O)(=O)N([C@H](C)CO)C[C@@H]1C,0,11,-1.0,-1,-7,97,2,0,-1,-3
COc1cc(C(=O)Nc2nc(C)cc(C)n2)cc(OC)c1OC,-2,-3,-0.7,0,-5,100,-2,-10,6,1
CC1CCCN(CCOCCOc2ccc(Cl)cc2Br)C1 (configuration not stated),-8,12,-1.2,1,-8,103,15,8,-9,0
COc1cc2c(cc1OC)C(C)N(C(=O)c1cccs1)CC2 (configuration not stated),1,10,-1.2,9,-1,98,-4,-1,-2,1
CCOc1ccccc1-n1c(SCC(=O)NC(C)CC)nnc1-c1ccoc1C (configuration not stated),-1,-3,-1.7,6,-4,91,-7,1,21,1
NS(=O)(=O)c1cccc(NC(=O)COC(=O)Cc2ccc(Cl)cc2)c1,-3,5,-2.4,6,7,100,-4,-5,-1,2
Cc1cnc(CNC(=O)c2ccc3oc(Cc4ccc(Cl)cc4)nc3c2)cn1,-1,2,-1.7,-3,-8,108,1,5,-1,-5
CN(Cc1ccc2c(c1)OCCO2)C(=O)CSc1ncnc2sccc12,-6,7,-0.1,-4,-5,96,0,11,-2,0
CCc1ccccc1NC(=O)CSc1nnc(-c2ccco2)n1N,0,3,-1.9,-2,-5,94,1,2,8,1
O=C(O)COc1ccccc1C(Nc1cccnc1)c1cc(Cl)c2cccnc2c1O (configuration not stated),-3,26,3.0,10,.,105,-5,26*,6,1
Cc1cc(OCC(=O)N(Cc2ccco2)c2c(N)n(Cc3ccccc3)c(=O)[nH]c2=O)ccc1Cl,-1,15,4.5,-3,-5,99,-3,6,-7,6
O=C(CN1C(=O)c2ccccc2C1=O)Nc1ccc(S(=O)(=O)NCC2CCCO2)cc1 (configuration not stated),2,2,-2.0,3,-9,98,0,-5,-10,1
OCC[C@@H]1C[C@H](O)[C@@H](O)[C@@]2(OCc3ccccc32)O1,-1,-4,-2.5,2,-5,92,0,4,-4,2
COc1ccc2[nH]c(=O)c(C(=O)O)cc2c1,-4,11,-0.9,0,-2,98,-1,0,0,0
O=C(NCC(=O)N(Cc1ccccc1)C(C(=O)NC1CCCC1)c1ccco1)c1ccco1 (configuration not stated),0,0,-2.7,40,-5,90,4,4,-5,1
COc1ccc(NC2CCCN(C(=O)c3cccc(C)n3)C2)cc1OC (configuration not stated),0,-2,-2.4,-1,-15,98,-1,-4,7,2
Cc1ccc(S(=O)(=O)N2CCOCC2)cc1C(=O)NC1CCCCCC1,-6,0,-0.3,1,-6,102,0,-1,0,2
Cc1cc(N2C(=O)Cc3ccccc3C2=O)ccc1C(C)C,-3,7,0.2,4,-4,105,4,-1,-59,0
N/C(CCCN1CCCCC1)=N/O,8,-5,-1.3,4,.,112,-2,-4,2,-1
O=C(NC(=S)NNS(=O)(=O)c1ccccc1)c1ccccc1[N+](=O)[O-],-1,27,-0.6,11,-19,98,-3,-7,1,3
O=C(NCc1cccnc1)C(C(=O)c1ccc(F)cc1)n1ccccc1=O (configuration not stated),3,4,2.3,3,-4,94,-1,7,3,1

# Additional entries follow.
SMILES,HTR2A ag,MC4R antagonist,MC4R ag barr,H9c2 protect,CaV13 ICDI inh,ABCB6 inh MLPCN,Granule exo inh,ABHD5-PLIN5 inh,PDI inh,Glyco luc inh
COc1cccc(OCCn2cc(C(=O)c3ccco3)c3ccccc32)c1,-7,2,-2.0,14,-4,97,-1,6,0,-2
O=C(Cn1nnc2ccccc21)NC1CCCCC1,2,16,-0.7,-3,-4,99,1,-2,2,2
O=C(NCc1ccc(Cl)s1)C1CCC(=O)N(CCc2ccccn2)C1 (configuration not stated),4,6,-1.7,-4,-5,101,-9,0,5,1
Cc1ccc(C)c(NC(=S)N2CCCC2)c1,3,8,-2.1,-1,-5,97,-4,2,-3,0
CN(CC(=O)Nc1ccc(Cl)c(C(F)(F)F)c1)C(=O)c1cccs1,-11,6,-1.8,-9,-6,93,1,-7,6,0
COc1nccc(C(F)(F)F)c1C(=O)NC(=O)Nc1ccccc1,-4,0,-0.2,6,-5,98,-19,-3,-1,-1
O=C(Cn1nc(C(=O)O)c2ccccc2c1=O)Nc1ccc(Cl)c(S(=O)(=O)N2CCOCC2)c1,2,5,0.1,18,-6,98,4,3,5,-2
COCC1CCN(C(=O)c2cc(COc3ccc(OC)c4ccccc34)on2)C1 (configuration not stated),8,1,2.3,-4,-2,102,7,15,-2,-1
O=C(CCNS(=O)(=O)c1ccc(F)c(Cl)c1)NCc1ccccc1F,-5,6,-1.3,2,-2,99,1,-11,1,2
COc1ccc(OC)c(C2/C(=C(\O)c3ccc(OC)c(Cl)c3)C(=O)C(=O)N2CCN(C)C)c1 (configuration not stated),-1,1,-1.9,11,.,96,-2,2,3,2
O=C(Nc1ccc(OCC(=O)N2CCN(S(=O)(=O)c3ccccc3)CC2)cc1)c1ccco1,3,12,-1.4,-4,-6,102,0,3,-1,-2
CCOC(=O)C1(C)CCCN1C(=O)c1ccc(OC)c(F)c1 (configuration not stated),-2,9,-0.9,0,-6,94,-3,-2,-1,1
Cc1cc(C)n2nc(C(=O)OCC(=O)N(CC(C)C)CC(C)C)nc2n1,-5,3,-2.5,-4,-3,95,-2,-3,6,2
CCOc1ccccc1Nc1nnc(SC(C)C(=O)Nc2nc(-c3ccccc3)cs2)s1 (configuration not stated),-3,23,1.3,-1,-2,103,5,-14,-4,-7
COc1ccc(COC(=O)Nc2c(SC)nsc2SC)cc1,1,-2,-4.7,3,-4,96,4,-8,6,1
CC(=O)c1ccc(NC(=O)COc2ccccc2C(=O)Nc2ccc(C)cn2)cc1,2,1,0.4,11,-3,85,-2,0,11,-1
O=C(O)c1ccc(COc2ccc(Cl)cc2)o1,-1,0,1.6,5,-5,99,0,-3,5,2
COC(=O)c1c(C)[nH]c(C(=O)C(C)OC(=O)C2CC2C)c1C (configuration not stated),-7,3,-0.6,-9,-2,95,-1,8,-10,1
CC(=O)Nc1cccc(C(=O)NNC(=O)c2ccc(NS(=O)(=O)c3cccs3)cc2)c1,3,11,0.2,-2,-5,131,22,-4,18,5
Cc1ccccc1-c1ccc(=O)n(CC(=O)Nc2ccc(-n3cnnn3)cc2)n1,-8,1,-2.9,1,-4,96,-8,3,0,1
C=CC[C@@H](CC(=O)N[C@H](CO)Cc1ccccc1)C(=O)N[C@H](C)COC(=O)[C@@H](CC=C)CC(=O)OC(C)(C)C,-4,0,-0.1,5,-5,98,-7,-8,-5,-1
COc1ccc(S(=O)(=O)NCCSC(C)(C)C)c(Cl)c1Cl,-6,-2,5.1,-4,-3,98,0,-9,0,-5
Cc1ccc(CN2CCN(c3ccccc3Cl)CC2)o1,-7,14,-0.7,4,-4,100,-3,-4,-4,0
COc1ccc(NC(=O)C(=O)NCC(=O)Nc2cccc(C(F)(F)F)c2)cc1,-1,2,1.0,0,-4,98,3,3,-13,-1
COc1ccc(NC(=O)COc2ccccc2F)cc1S(=O)(=O)N1CCCCC1,2,-5,0.1,-6,.,96,-3,1,0,1
N#C/C(=N\O)c1nc(-c2ccccc2)cs1,1&0,3&0,1.5&-1.2,-1&-3,-5&-6,101&90,-4&2,0&1,0&-9,-1&-1
Brc1cccc(Nc2nc(-c3cccnc3)cs2)c1,0,8,0.0,-5,-5,98,-5,-7,1,1
COc1ccc(C(=O)NCC(=O)OCC(=O)NC2CCCCCC2)cc1OC,4,-3,-0.3,1,-1,100,5,10,-1,0
CC(C)(C(=O)N1CCC1(C)C(=O)NS(=O)(=O)c1cccc(F)c1)c1ccccc1 (configuration not stated),8,2,-0.8,-1,-6,98,7,3,0,-1

# A second format for some results above.
smiles	HTR2A ag	MC4R antagonist	MC4R ag barr	H9c2 protect	CaV13 ICDI inh	ABCB6 inh MLPCN	Granule exo inh	ABHD5-PLIN5 inh	PDI inh	Glyco luc inh
CC(=O)Nc1cccc(C(=O)NNC(=O)c2ccc(NS(=O)(=O)c3cccs3)cc2)c1	3	11	0.2	-2	-5	131	22	-4	18	5
Cc1ccccc1-c1ccc(=O)n(CC(=O)Nc2ccc(-n3cnnn3)cc2)n1	-8	1	-2.9	1	-4	96	-8	3	0	1
C=CC[C@@H](CC(=O)N[C@H](CO)Cc1ccccc1)C(=O)N[C@H](C)COC(=O)[C@@H](CC=C)CC(=O)OC(C)(C)C	-4	0	-0.1	5	-5	98	-7	-8	-5	-1
COc1ccc(S(=O)(=O)NCCSC(C)(C)C)c(Cl)c1Cl	-6	-2	5.1	-4	-3	98	0	-9	0	-5
Cc1ccc(CN2CCN(c3ccccc3Cl)CC2)o1	-7	14	-0.7	4	-4	100	-3	-4	-4	0
COc1ccc(NC(=O)C(=O)NCC(=O)Nc2cccc(C(F)(F)F)c2)cc1	-1	2	1.0	0	-4	98	3	3	-13	-1
COc1ccc(NC(=O)COc2ccccc2F)cc1S(=O)(=O)N1CCCCC1	2	-5	0.1	-6	.	96	-3	1	0	1
N#C/C(=N\O)c1nc(-c2ccccc2)cs1	1&0	3&0	1.5&-1.2	-1&-3	-5&-6	101&90	-4&2	0&1	0&-9	-1&-1
Brc1cccc(Nc2nc(-c3cccnc3)cs2)c1	0	8	0.0	-5	-5	98	-5	-7	1	1
COc1ccc(C(=O)NCC(=O)OCC(=O)NC2CCCCCC2)cc1OC	4	-3	-0.3	1	-1	100	5	10	-1	0
CC(C)(C(=O)N1CCC1(C)C(=O)NS(=O)(=O)c1cccc(F)c1)c1ccccc1 (configuration not stated)	8	2	-0.8	-1	-6	98	7	3	0	-1

# Random draw from the library. Share with any hit: about 4.2%.
